# CDK5 inh = inhibitors of human CDK5/p35 kinase; Q00535+Q15078; actives 0.01% (n = 330,000); Recombinant CDK5/p35, ADP-Glo luminescence, 60 min; inhibition, % at 10 µM;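 active = highest replicate inhibition of at least 50% and at least 75% of replicates reaching 50%; inconclusive = only one of the two criteria met; inactive = both criteria failed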;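 also: plate controls were DMSO neutral control for no effect and GW8510 at 10 µM for full effect; many of its hits are not listed in these tables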
# Target sequence (Q00535 whole entry, looked up): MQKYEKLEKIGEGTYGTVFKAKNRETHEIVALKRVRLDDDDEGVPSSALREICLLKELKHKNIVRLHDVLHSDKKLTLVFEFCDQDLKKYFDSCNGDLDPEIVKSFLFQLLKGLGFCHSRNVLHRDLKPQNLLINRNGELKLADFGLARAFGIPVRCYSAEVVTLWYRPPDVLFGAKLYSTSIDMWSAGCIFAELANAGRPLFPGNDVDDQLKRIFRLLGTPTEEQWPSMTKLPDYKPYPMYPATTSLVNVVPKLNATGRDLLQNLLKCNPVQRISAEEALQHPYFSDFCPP
# Target sequence (Q15078 whole entry, looked up): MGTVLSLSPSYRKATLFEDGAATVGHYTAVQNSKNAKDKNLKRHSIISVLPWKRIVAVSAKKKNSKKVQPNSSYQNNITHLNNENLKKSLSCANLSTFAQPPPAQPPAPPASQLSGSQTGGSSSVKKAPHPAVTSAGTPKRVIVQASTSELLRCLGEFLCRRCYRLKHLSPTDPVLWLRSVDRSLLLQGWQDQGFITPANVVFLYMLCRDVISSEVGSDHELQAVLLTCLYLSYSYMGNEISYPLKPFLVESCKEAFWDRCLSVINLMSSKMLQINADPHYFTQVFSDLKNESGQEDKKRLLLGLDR
# NSD2 inh = blocks human histone methyltransferase NSD2; O96028; NSD2 peptide methylation, AlphaScreen, 120 min; inhibition, % at 12.5 µM; actives 0.54% (n = 310,000); AID 743445; in the data active = inhibition above about 50%
# SR-BI HDL uptake = inhibitors of mouse SR-BI mediated HDL lipid uptake. Q61009. ldlA[mSR-BI] CHO cells, DiI-HDL uptake fluorescence, 3 h. inhibition, % at 12.5 µM. actives 0.96% (n = 320,000);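 active = mean replicate inhibition of at least 70% and a set share of replicates each scoring 70 or more; inconclusive = meets just one of the two criteria; inactive = fails both criteria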;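 also: 0% = median of neutral control wells and 100% = median of positive control wells; values of inactives mirror those of a sister screen read the other way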
# dFosB act = mouse delta FosB homodimer activation; actives 0.99% (n = 340,000); P13346; AID 493131; purified delta FosB, TAMRA-CDK5 oligo fluorescence polarization; percent of positive-control signal above neutral wells; activation, % at 25 µM;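 active = mean activation above about 17%, with every replicate also reaching it, limit read from the data, passing the limit was not always enough; inconclusive = only one of the two conditions met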;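 also: fluorescence polarization rise as delta FosB binds a TAMRA Cdk5 AP-1 oligo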
# Target sequence (P13346 whole entry, looked up): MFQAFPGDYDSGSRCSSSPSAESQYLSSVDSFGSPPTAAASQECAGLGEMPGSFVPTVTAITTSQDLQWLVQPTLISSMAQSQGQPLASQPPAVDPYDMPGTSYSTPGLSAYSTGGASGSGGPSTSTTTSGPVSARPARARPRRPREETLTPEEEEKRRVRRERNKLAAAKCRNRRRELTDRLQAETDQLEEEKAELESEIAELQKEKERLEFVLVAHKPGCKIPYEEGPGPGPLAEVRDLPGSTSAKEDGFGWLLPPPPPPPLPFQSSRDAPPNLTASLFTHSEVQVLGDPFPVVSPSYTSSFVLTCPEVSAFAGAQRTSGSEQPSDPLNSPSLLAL
# HTR5A inv ag = counter-screen for OPRM1-OPRD1 inverse agonists: human HTR5A inverse agonism | P47898 | HTR5A cell line, luminescence | inhibition, % at 9.3 µM | actives 0.083% (n = 340,000) | AID 504634; in the data active = inhibition mostly above about 23%, no sharp cut-off; inactive = mostly below about 18%;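 also: 0% = cells with DMSO and 100% = no-cell wells with DMSO; some compounds called inactive have numbers as strong as hits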
# HTR5A ag = HTR5A agonism, opioid heterodimer counter-screen | actives 0.61% (n = 340,000) | HTR5A agonist assay, luminescence, cell-based | activation, % at 9.3 µM; in the data active = activation mostly above about 9.5%, no sharp cut-off; inactive = mostly below about 7.6%;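 also: 0% = cells with vehicle only and 100% = reference agonist; strong numbers were not always called active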
# Wnt bcat act = activates Wnt/beta-catenin signaling in a reporter cell assay. activation, % at 9.35 µM. activator, plate reader. actives 1.2% (n = 300,000). AID 743398; in the data active = activation above about 30%, passing the limit was not always enough; inconclusive = no clear call, values can overlap the other calls;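 also: 0% = neutral control wells and 100% = positive control wells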
# PvdQ acylase = P. aeruginosa PvdQ acylase inhibition; inhibition, % at 10 µM; AID 488965; actives 0.063% (n = 340,000); purified PvdQ acylase, fluorescence plate reader; in the data active = inhibition above about 30%, passing the limit was not always enough; inconclusive = no clear call, values can overlap the other calls;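 also: 0% = vehicle neutral wells and 100% = reference inhibitor wells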
# V-ATPase pH = alters yeast V-ATPase proton transport | S. cerevisiae, pHLuorin cytosolic pH fluorescence | actives 0.37% (n = 350,000) | response, % at 10 µM; in the data active = response mostly above about 7.3%, no sharp cut-off; inactive = mostly below about 5.4%; also: actives read high; inactives centre near 0; some compounds called inactive have numbers as strong as hits; reference of the scale not given here
# MITF act = activators of MITF-driven TRPM1 promoter activity in SK-MEL-5 cells. SK-MEL-5 TRPM1-promoter luciferase, 24 h; % of positive control, neutral wells = 0. activation, % at 12.5 µM. actives 0.75% (n = 300,000). AID 588334;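 active = mean activation of at least 80% with every replicate also reaching 80%; inconclusive = mean reaches 80% but some replicate falls short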;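 also: 0% = neutral control wells and 100% = parthenolide positive control wells; values of inactives mirror those of a sister screen read the other way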
# * hit, by the source's call; ? = inconclusive; . = no result given.
SMILES,CDK5 inh,NSD2 inh,SR-BI HDL uptake,dFosB act,HTR5A inv ag,HTR5A ag,Wnt bcat act,PvdQ acylase,V-ATPase pH,MITF act
Cc1ccsc1C(=O)Nc1ccc(OCc2ccccc2)cc1,1.0,-1,7,-4,-25,9,17,-13,2,55
Cc1cc(S(=O)(=O)NC2CCCCC2)ccc1OCC(=O)N1CCOCC1,-0.1,0,-14,2,25,1,-2,-4,0,5
COc1cccc(NC(=O)N(CCCN2CCOCC2)C(C)c2cc3cccc(OC)c3o2)c1 (stereo not drawn),-0.8,1,8,-12,-22,0,.,-14,3,-5
Cc1ccc(C(C)C)c(OCC(=O)N/N=C/c2cccn2C)c1,0.0,4,19,-4,11,2,-1,4,-4,-7
CCCOc1ccc(OC(=O)c2ccc(Br)o2)cc1,0.3,.,-24,0,-17,-5,.,6,-9,.
COc1ccccc1N1CCN(C2CCCN(C(=O)CCN3CCCCO3)C2)CC1 (stereo not drawn),-0.5,3,-9,-1,2,-1,0,4,-3,1
Cc1nnc(NC(=O)CCC(=O)N2CCC(C)CC2)s1,-0.6,1,-28,-2,-18,-2,-1,-11,1,-5
COC(=O)C1CCCN1S(=O)(=O)c1ccc2ccccc2c1 (stereo not drawn),-0.2,-11,15,0,-4,11,.,16,-5,-1
CCN1CCCC1CNC(=O)CS(=O)(=O)Cc1nc(-c2ccccc2C)oc1C (stereo not drawn),-1.5,.,4,-4,-7,2,-3,-13,3,0
Cc1ccc(N=Cc2c(C)[nH]n(-c3nc4ccccc4[nH]3)c2=O)cc1,-0.6,0,-8,8,2,-1,4,6,0,-13
CSc1ccccc1NC(=O)c1ccc(N2CC3CC(C2)c2cccc(=O)n2C3)c(NC(=O)c2cccnc2)c1 (stereo not drawn),2.0,3,-11,-11,0,0,-2,11,2,1
CCOC(=O)Cc1cc(-c2ccc(F)cc2)nc2ccc3ccccc3c12,0.0,-1,63,-4,-7,2,-1,-4,-1,-2
Cc1ccc2oc(C(=O)N3CCN(CC(=O)NC(C)C)CC3)c(C)c2c1,-2.4,2,23,0,1,5,-2,-9,4,4
O=C(CN1C(=O)S/C(=C\C=C\c2ccccc2)C1=O)Nc1ccc(O)cc1,2.1,-1,25,61*,-20,-4,.,2,-2,5
CCOC(=O)c1c(S(=O)(=O)NCc2cccs2)c(C)n(C)c1C,-0.5,-1,-26,-3,4,4,0,-14,3,11

# Gathered by group, the entries above containing four or more nitrogen atoms.
SMILES,CDK5 inh,NSD2 inh,SR-BI HDL uptake,dFosB act,HTR5A inv ag,HTR5A ag,Wnt bcat act,PvdQ acylase,V-ATPase pH,MITF act
COc1ccccc1N1CCN(C2CCCN(C(=O)CCN3CCCCO3)C2)CC1 (stereo not drawn),-0.5,3,-9,-1,2,-1,0,4,-3,1
Cc1nnc(NC(=O)CCC(=O)N2CCC(C)CC2)s1,-0.6,1,-28,-2,-18,-2,-1,-11,1,-5
Cc1ccc(N=Cc2c(C)[nH]n(-c3nc4ccccc4[nH]3)c2=O)cc1,-0.6,0,-8,8,2,-1,4,6,0,-13
CSc1ccccc1NC(=O)c1ccc(N2CC3CC(C2)c2cccc(=O)n2C3)c(NC(=O)c2cccnc2)c1 (stereo not drawn),2.0,3,-11,-11,0,0,-2,11,2,1

# Next structures follow.
SMILES,CDK5 inh,NSD2 inh,SR-BI HDL uptake,dFosB act,HTR5A inv ag,HTR5A ag,Wnt bcat act,PvdQ acylase,V-ATPase pH,MITF act
Cc1ccc(S(=O)(=O)Nc2ccc3c(c2)ncn3C(C)(C)C)cc1,0.9,1,2,-8,2,7,.,-13,-3,-4
Cc1ccccc1S(=O)(=O)c1c(C)cc(-c2ccccc2)[nH]c1=O,0.7,-1,5,-3,-8,-2,.,-7,-1,.
COc1ccccc1OCC(=O)NNC(=O)Nc1ccccc1,0.1,-1,.,3,-15,-1,-2,-12,1,.
Cc1cc(C)cc(N(CC(=O)NC2CCCCC2)C(=O)CCC(=O)Nc2cc(C)ccn2)c1,-0.5,-3,-14,-1,11,-1,-1,-19,9,-3
Cc1nc(NC(=O)C(Cl)Cl)sc1C(=O)N(C)C,-0.4,4,-2,-14,-21,2,-4,-19,4,8
CC(=O)c1ccc(-c2ccc(C(=O)N3CCN(c4ccc(F)cc4)CC3)o2)cc1,0.8,-3,37,-10,12,5,-1,6,-1,2
O=c1c(Cl)nc2cc(Cl)ccc2n1CCNc1ncc(C(F)(F)F)cc1Cl,-0.1,.,-22,-5,-27,10,.,13,0,0
CC(C)CN1C(=O)C(=O)N(CC(=O)Nc2cccc(Cl)c2Cl)C1=O,-1.4,-2,1,-4,9,0,-1,0,3,-5
CCOC(=O)c1cnc(-c2ccccc2)nc1Oc1ccc(Cl)c(Cl)c1,0.7,2,51,1,4,3,.,-13,3,3
CCC1C(=O)C(CC)C(c2ccccc2)NC1c1ccccc1 (stereo not drawn),0.3,-3,12,-2,-18,5,-1,-13,1,6
O=C(OCCn1cncn1)c1cc2ccccc2oc1=O,1.5,-1,-17,-1,6,-2,.,1,-4,-4
O=C(Cn1ncc2c([nH]c3ccccc32)c1=O)N1CCOCC1,0.7,0,-8,-3,-14,1,1,-12,3,-5
CCN(CC)C(=O)c1cnn(-c2ccccc2)c1NC(=O)c1cccs1,0.6,-3,-17,4,-15,-3,.,-11,2,0
COc1ccc(-c2ccc(OC(=O)NC3CCS(=O)(=O)C3)cc2)cc1 (stereo not drawn),1.6,-1,-8,2,6,4,8,?,-3,.
Cc1ccc(S(=O)(=O)/N=C(/NC(=S)Nc2ccccc2)c2ccccc2)cc1,-0.7,-1,8,-9,-19,-3,?,-12,-2,44
O=C(Nc1c2c(nn1-c1ccc(F)cc1)CS(=O)(=O)C2)C12CC3CC(CC(C3)C1)C2,0.1,-2,-6,-9,-1,0,.,-1,1,6
CCn1c2ccc(/C(C)=N\O)cc2c2cc(/C(C)=N\O)ccc21,-0.4,-2,-5,-5,5,4,-1,-16,0,.
Cc1cc(=O)[nH]c(Cc2ccc(OC(C)C)cc2)n1,2.5,-1,-22,2,-4,2,-1,-17,-2,3
COc1ccc(C(=O)Nc2ccccc2N2CCOCC2)cc1[N+](=O)[O-],0.4,12,34,1,-2,0,.,7,1,18
O=C(CSc1nnc(Nc2ccccc2F)s1)c1cc2ccccc2o1,2.1,1,-10,-4,-23,3,1,2,2,23
COc1ccc(C(C#N)N2N=C(C)CC2(C)C)cc1OC (stereo not drawn),-1.0,-5,-17,4,13,0,.,-10,1,23
COc1ccccc1N1CCN(CCCC(=O)c2ccc(F)cc2)CC1,-1.0,.,22,0,-18,2,-1,-4,-3,-3
COc1ccc(NC(=O)C2CCC(CNc3c(N4CCCCC4)c(=O)c3=O)CC2)c(OC)c1 (stereo not drawn),0.9,2,20,-4,-17,6,-1,-6,3,-19
c1ccc(CCc2ccccc2-c2nc(-c3ccccn3)no2)cc1,-1.7,-3,11,3,11,-4,.,6,13,28
CN(C)S(=O)(=O)N1CCN(c2ccc([N+](=O)[O-])cc2)CC1,-0.5,2,-8,3,3,-1,-1,-10,-1,6
CCCNC(=O)c1ccc(OC)cc1OC,0.5,9,-4,-3,-27,10,0,5,-4,.
O=C1OC(c2ccc3c(c2)OCO3)N(C(=O)c2ccc(Cl)c(Cl)c2)c2ccccc21 (stereo not drawn),-1.1,2,65,-6,15,-6,6,-6,-2,.
COC(=O)COc1cc(C)cc2oc(=O)c(CC(=O)OC)c(C)c12,1.2,-1,-10,-3,-1,0,.,-10,5,1
Cc1cc(=O)c(C(=O)Nc2cccc(N3CCCC3=O)c2)nn1-c1ccccc1F,-0.2,.,19,-36,-7,3,-1,-3,-2,4
O=C(Nc1cccc2c1C(=O)NC2=O)c1ccc(S(=O)(=O)N2CCCC2)cc1,-0.5,-1,-23,-5,25,-1,.,-11,-1,-2

# Whole records, looked up by structure. Order of values: CDK5 inh	NSD2 inh	SR-BI HDL uptake	dFosB act	HTR5A inv ag	HTR5A ag	Wnt bcat act	PvdQ acylase	V-ATPase pH	MITF act
# Profile of COc1ccc(NC(=O)C2CCC(CNc3c(N4CCCCC4)c(=O)c3=O)CC2)c(OC)c1 (stereo not drawn) = 0.9	2	20	-4	-17	6	-1	-6	3	-19
# Profile of COc1ccccc1N1CCN(CCCC(=O)c2ccc(F)cc2)CC1 = -1.0	.	22	0	-18	2	-1	-4	-3	-3
# Profile of COc1ccc(C(C#N)N2N=C(C)CC2(C)C)cc1OC (stereo not drawn) = -1.0	-5	-17	4	13	0	.	-10	1	23
# Profile of CCn1c2ccc(/C(C)=N\O)cc2c2cc(/C(C)=N\O)ccc21 = -0.4	-2	-5	-5	5	4	-1	-16	0	.
# Profile of O=C1OC(c2ccc3c(c2)OCO3)N(C(=O)c2ccc(Cl)c(Cl)c2)c2ccccc21 (stereo not drawn) = -1.1	2	65	-6	15	-6	6	-6	-2	.

# Additional structures
SMILES,CDK5 inh,NSD2 inh,SR-BI HDL uptake,dFosB act,HTR5A inv ag,HTR5A ag,Wnt bcat act,PvdQ acylase,V-ATPase pH,MITF act
COCCn1c(C)cc(C(=O)COC(=O)c2cncc(Br)c2)c1C,-0.8,8,7,0,-4,2,2,2,0,53
CCOc1ccc(Nc2nnc(SCc3nc4ccccc4c(=O)[nH]3)s2)cc1,-1.5,.,.,10,17,0,4,-10,-3,-8
O=C(CC1(C(F)(F)F)OCCO1)Nc1ccc2c(c1)OCO2,1.3,0,13,-2,20,-8,.,-11,-1,7
O=C(Nc1nncs1)c1ccc2c(c1)OCO2,-3.5,4,2,-8,7,-3,-1,-15,2,2
Cc1ccc(S(=O)(=O)NCC(=O)NCC(=O)OC(C(=O)NC(N)=O)C(C)C)cc1C (stereo not drawn),-1.7,-9,-30,-3,-14,8,4,-9,3,9
O=C(O)/C(=C\c1ccc(Br)cc1)c1ccc(S(=O)(=O)N2CCCCC2)s1,-0.5,7,-2,-4,-1,0,-6,-7,-1,5
CCCc1nnc(-c2cc(OC)c(OC)c(OC)c2)o1,0.2,0,8,-8,-11,3,-3,-8,1,-9
Cn1c(=O)[nH]c(=O)c2c1ncn2CCN1CCOCC1,1.3,0,-7,-3,.,.,-2,-11,0,-4
CCOc1cc(C(=O)NC(C)CCc2ccccc2)cc(OCC)c1OCC (stereo not drawn),-1.3,-2,0,-5,-26,7,-1,-9,0,.
O=c1ccnc(S/C=C/c2ccccc2)[nH]1,3.8,11,-17,6,-2,1,.,-2,-1,15

# An excerpt from above, limited to Wnt bcat act, NSD2 inh and MITF act:
SMILES,Wnt bcat act,NSD2 inh,MITF act
CCCc1nnc(-c2cc(OC)c(OC)c(OC)c2)o1,-3,0,-9
O=C(O)/C(=C\c1ccc(Br)cc1)c1ccc(S(=O)(=O)N2CCCCC2)s1,-6,7,5
O=C(CC1(C(F)(F)F)OCCO1)Nc1ccc2c(c1)OCO2,.,0,7

# Screens (PubChem)
